KDM5B inh – KDM5B demethylase inhibition. Q9UGL1. Potency, µM (titrated, usually from 57.7 µM), for inactives: at the top dose activity change, negative = inhibition, most hits filed as inhibitors. AID 1347165. 2.6% of 220,000 active. KDM5B demethylase, FDH-coupled NADH fluorescence (FDH is formaldehyde dehydrogenase); active means well fitted inhibition curve with a large enough effect; inconclusive means small, poorly fitted or top-dose-only effect; inactive means no such curve, though single readings can be large or run the other way; further: 0% is about no effect; nearly all actives have a fitted effect of over 70% in size
Target sequence (Q9UGL1 whole entry, looked up): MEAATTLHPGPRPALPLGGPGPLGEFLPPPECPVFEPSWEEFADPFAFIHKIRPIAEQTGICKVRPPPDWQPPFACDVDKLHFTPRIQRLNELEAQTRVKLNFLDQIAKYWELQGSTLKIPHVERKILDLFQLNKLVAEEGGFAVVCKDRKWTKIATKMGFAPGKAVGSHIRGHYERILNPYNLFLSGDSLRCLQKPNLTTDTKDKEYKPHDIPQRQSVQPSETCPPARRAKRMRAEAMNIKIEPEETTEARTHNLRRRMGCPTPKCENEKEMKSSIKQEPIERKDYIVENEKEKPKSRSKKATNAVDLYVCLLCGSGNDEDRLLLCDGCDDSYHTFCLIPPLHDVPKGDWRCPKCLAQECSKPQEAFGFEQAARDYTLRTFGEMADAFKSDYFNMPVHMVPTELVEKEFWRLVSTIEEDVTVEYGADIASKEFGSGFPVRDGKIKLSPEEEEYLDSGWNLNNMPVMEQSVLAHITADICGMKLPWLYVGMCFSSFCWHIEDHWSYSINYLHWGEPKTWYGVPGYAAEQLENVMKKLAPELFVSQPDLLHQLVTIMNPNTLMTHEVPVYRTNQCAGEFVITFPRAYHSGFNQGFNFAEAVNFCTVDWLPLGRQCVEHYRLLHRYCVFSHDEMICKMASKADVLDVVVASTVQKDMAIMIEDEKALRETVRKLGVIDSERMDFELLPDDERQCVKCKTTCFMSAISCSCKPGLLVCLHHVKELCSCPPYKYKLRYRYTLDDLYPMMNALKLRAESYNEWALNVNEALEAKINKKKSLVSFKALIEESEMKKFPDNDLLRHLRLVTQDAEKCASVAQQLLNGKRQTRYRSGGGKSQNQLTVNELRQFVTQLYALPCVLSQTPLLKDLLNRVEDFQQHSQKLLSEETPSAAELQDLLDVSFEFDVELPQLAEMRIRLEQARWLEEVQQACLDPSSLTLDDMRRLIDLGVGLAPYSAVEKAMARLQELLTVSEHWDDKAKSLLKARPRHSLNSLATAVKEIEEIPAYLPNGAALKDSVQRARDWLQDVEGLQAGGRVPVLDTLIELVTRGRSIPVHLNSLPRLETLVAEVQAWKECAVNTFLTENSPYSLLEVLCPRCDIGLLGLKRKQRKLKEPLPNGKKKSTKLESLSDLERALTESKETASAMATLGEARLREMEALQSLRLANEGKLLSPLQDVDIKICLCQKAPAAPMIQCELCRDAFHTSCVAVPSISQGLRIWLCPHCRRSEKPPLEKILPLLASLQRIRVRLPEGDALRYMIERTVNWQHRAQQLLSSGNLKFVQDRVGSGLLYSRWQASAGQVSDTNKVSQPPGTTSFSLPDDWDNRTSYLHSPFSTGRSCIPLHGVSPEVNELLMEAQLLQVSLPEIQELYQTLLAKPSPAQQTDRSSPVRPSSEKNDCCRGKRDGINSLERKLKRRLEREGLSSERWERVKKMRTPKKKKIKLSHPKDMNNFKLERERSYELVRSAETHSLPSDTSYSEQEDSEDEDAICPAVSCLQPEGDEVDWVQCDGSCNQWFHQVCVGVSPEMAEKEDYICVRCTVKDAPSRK
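qHTS format, multiple compound concentrations. Buffer 50 mM HEPES pH 7.5/0.01% Tween-20; 200 nM KDM5BΔAP final; 10 min compound preincubation; substrate-mix levels 12.5 µM peptide, 25 µM α-KG, 0.25 mM NAD⁺; 30 min RT; ΔRFU.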
* = called active by the depositor; i = inactive; ? = inconclusive; & = joins results of further samples; [ ] = dose if it differs, or a comment. Potency means the concentration at half of the fitted maximal effect. Some of the compounds tested, so the mix of outcomes need not match the whole.

| KDM5B inh | compound |
| --- | --- |
| -20% | CC(CCN1CCC(C(O)(c2ccccc2)c2ccccc2)CC1)Oc1cc(F)cc(F)c1 (stereo unspecified) |
| ? | Cc1cc(-c2nn(-c3ccccc3F)cc2CN(C)C(C)c2ccon2)c(C)s1 (stereo unspecified) |
| i | CSCC[C@H](NC(=O)COc1cc2c(c3oc(=O)c(C)c(C)c13)CCC(C)(C)O2)C(=O)O |
| 12% | COc1ccc(OCC(=O)Nc2cc(OC)ccc2OC)cc1 |
| 12%&3% | O=C(Cc1ccc(Cl)cc1)Nc1ccc2oc(-c3ccccc3)nc2c1 |
| -2% | Cc1ccc(C(=O)NNC(=O)CNS(=O)(=O)/C=C/c2ccccc2)cc1 |
| -35% | O=C(Nc1cccc(F)c1)N1CC(Oc2ccc(-c3noc(C4CCOCC4)n3)cc2)C1 |
| 9% | CN1CCCC1CCn1nc(C2CCNCC2)n(Cc2ccccc2)c1=O (stereo unspecified) |
| -6% | CC(C)c1ccc(C(=O)NN)cc1 |
| -6% | Cc1ccc(N2CCC(NC(=O)Cc3ccccc3C)C2=O)cc1C (stereo unspecified) |
| -24% | Cc1noc(C)c1CCNC(=O)C1CCCN(S(C)(=O)=O)CCC(=O)NCC1 (stereo unspecified) |
| -29% | O=C(O)c1cccc2[nH]cnc12 |
| 12% | O=C(Nn1cnnc1)c1ccc(F)cc1 |
| -4% | CC(=O)Nc1ccc(NC(=O)C2CCN(c3c(NC(C)=O)c(C)nn3-c3ccccc3)CC2)cc1 |
| -17%[86.2 µM] | N#Cc1ccc(CN2CCC3(C2)NC(=O)c2ccccc2O3)cc1 (stereo unspecified) |
| ? | Cc1ccc2oc3c(c(=O)c2c1)C(c1cccc(O)c1)N(CCCN1CCOCC1)C3=O (stereo unspecified) |
| ? | Fc1ccc(CN2CCc3nc(N4CCN(c5ccccc5F)CC4)ncc3C2)c(F)c1 |
| 13% | Cc1ccc(C(=O)N/N=C/c2ccccc2)s1 |
| -22% | Cc1ccccc1-c1ncc(CN(C)C(C)c2ccon2)s1 (stereo unspecified) |
| ? | Cc1ccc(CCN2CCCC23Cc2ccccc2CNC3=O)cc1 (stereo unspecified) |
| -22% | Cc1ccc2c(c1)N(C(=O)CCC(=O)NCc1ccccc1Cl)CC(C)O2 (stereo unspecified) |
| ? | O=C(O)c1cccc(NCc2ccc(Cl)cc2)c1 |
| 37% | Cc1ccc(C(=O)NNC(=O)/C=C\C(=O)O)cc1 |
| -13% | O=C(NCC1Cn2cccc2C(=O)N1Cc1ccccc1)c1ccncc1 (stereo unspecified) |
| 0%[86.2 µM] | CC(C)(C)C(=O)N[C@H]1C[C@@H](Cc2cc(COc3ccccc3)on2)C1(C)C |
| -6% | COc1ccc(C(=O)N2CCc3nc(C(C)C)nc(-c4ccc(O)cc4)c3C2)cc1 |
| 24% | COc1ccc(Cl)cc1NC(=O)CN(C)CC(=O)Nc1ccc(S(N)(=O)=O)cc1 |
| -10% | N#Cc1c2n(c(=O)n(CCOc3cccc(F)c3)c1=O)CCC2 |
| -27% | COc1ccc(F)cc1C(=O)N1CCC2(CC1)CNC(C(=O)O)C2 (stereo unspecified) |
| 9% | Cc1ncc(CO)c2cc(-c3nc(-c4ccccc4F)no3)c(=O)oc12 |
| -1% | Cc1cc(C)c2c(CC(=O)N3CCc4c(nc[nH]c4=O)C3)coc2c1C |
| -1% | CCOC(=O)C1CCN(C(=O)c2cc3cc(OCC)ccc3n2C)CC1 |
| 7% | Cn1c(COc2cccc(CN3CCCC3)c2Cl)nnc1C1CC(N)C1 (stereo unspecified) |
| 7% | CCOC(=O)CSc1nc2c(c(=O)[nH]c(=O)n2C)n1C |
| -15% | CC(=O)c1ccc(NC(=O)CSc2c(C(C)C)cnc3c2c(=O)n(C)c(=O)n3C)cc1 |
| 13% | CCCCCC1/C(=N/O)CCC1CC(=O)OC (stereo unspecified) |
| -1% | CCC(CC)NC(=O)COC(=O)/C=C/c1cccc2cccnc12 |
| -7% | O=C(Cc1ccc(Cl)cc1)c1ccc(O)cc1 |
| 5% | N#C/C(=C\c1c2ccccc2cc2ccccc12)c1ccc([N+](=O)[O-])cc1 |
| ? | Oc1cc(-c2nc3ccccc3s2)cc2c1OCCN(Cc1ncccn1)C2 |
| ? | NC(c1ccccc1)c1nnc2n1CCN(C(=O)N1CCCC1)C2 (stereo unspecified) |
| -18% | CCOc1cccc(CNC(=O)c2ccc3c(c2)N(S(=O)(=O)c2ccccc2)CC3)c1 |
| -13% | O=c1[nH]c(SCc2c(F)cccc2Cl)nc2c1CCC2 |
| -7% | Cc1ccc([S+](=O)([O-])N2CCCC(c3nn(-c4ccc(F)cc4)c(=O)[nH]3)C2)cc1 (stereo unspecified) |
| -19% | Cc1ccc2c(=O)cc(C(=O)Nc3sc4c(c3C(=O)NCC3CCCO3)CCCC4)oc2c1 (stereo unspecified) |
| -7% | COC1CCOC2(CCNCC2)C1 (stereo unspecified) |
| -10% | O=C(c1ccc(Cn2ccnc2)o1)N1CCCn2nc(CO)cc2C1 |
| 13% | CC1CCN(C(=O)C2CCN(S(=O)(=O)Cc3c(F)cccc3Cl)CC2)CC1 |

14 entries from above in another layout:
Compound	KDM5B inh
CC(CCN1CCC(C(O)(c2ccccc2)c2ccccc2)CC1)Oc1cc(F)cc(F)c1 (stereo unspecified)	-20%
Cc1cc(-c2nn(-c3ccccc3F)cc2CN(C)C(C)c2ccon2)c(C)s1 (stereo unspecified)	?
CSCC[C@H](NC(=O)COc1cc2c(c3oc(=O)c(C)c(C)c13)CCC(C)(C)O2)C(=O)O	i
COc1ccc(OCC(=O)Nc2cc(OC)ccc2OC)cc1	12%
O=C(Cc1ccc(Cl)cc1)Nc1ccc2oc(-c3ccccc3)nc2c1	12%&3%
Cc1ccc(C(=O)NNC(=O)CNS(=O)(=O)/C=C/c2ccccc2)cc1	-2%
O=C(Nc1cccc(F)c1)N1CC(Oc2ccc(-c3noc(C4CCOCC4)n3)cc2)C1	-35%
CN1CCCC1CCn1nc(C2CCNCC2)n(Cc2ccccc2)c1=O (stereo unspecified)	9%
CC(C)c1ccc(C(=O)NN)cc1	-6%
Cc1ccc(N2CCC(NC(=O)Cc3ccccc3C)C2=O)cc1C (stereo unspecified)	-6%
Cc1noc(C)c1CCNC(=O)C1CCCN(S(C)(=O)=O)CCC(=O)NCC1 (stereo unspecified)	-24%
O=C(O)c1cccc2[nH]cnc12	-29%
O=C(Nn1cnnc1)c1ccc(F)cc1	12%
CC(=O)Nc1ccc(NC(=O)C2CCN(c3c(NC(C)=O)c(C)nn3-c3ccccc3)CC2)cc1	-4%

Carrying on:
| KDM5B inh | compound |
| --- | --- |
| 13% | O=C(NCc1ccc2c(c1)OCO2)c1ccccc1Cl |
| -6% | CCS(=O)(=O)N1CC(=O)N(c2cc(C)ccc2C)C(C)(C(=O)NC2CCCCC2)C1 (stereo unspecified) |
| -3% | COc1ccc(-c2cc(N3CCC(NC(=O)c4cccs4)CC3)n[nH]2)cc1 |
| -11%[86.2 µM] | CN(C)[S+](=O)([O-])c1ccc2c(c1)OCCN(Cc1cc(F)ccc1F)C2 |
| -17% | COc1cccc(CNC(=O)C2CCN(S(=O)(=O)c3ccc(Br)s3)CC2)c1 |
| -2% | COc1ccc(OC)c(C2CC(=O)Nc3c2c(=O)[nH]c2ncnn32)c1 (stereo unspecified) |
| -18% | Cc1ccccc1C(=O)NC1(C(F)(F)F)C(=O)Nc2c1c(=O)[nH]c(=O)n2CCc1ccccc1 (stereo unspecified) |
| -31% | Oc1ccccc1CN(CCN1CCCCC1)CC1CCCN(C2CCCC2)C1 (stereo unspecified) |
| -17% | COC1CN(c2ccc(C)cc2)C12CCN(C(=O)c1ccco1)CC2 (stereo unspecified) |
| -1% | Cn1cnc(S(=O)(=O)N2CCC(c3nc(C4CC4)no3)C2)c1 (stereo unspecified) |
| ? | CN1CCc2c(C#N)c(NCc3ccccn3)n3cnnc3c2C1 |
| 13% | CC(C)NC(=O)CSc1nnc(COc2ccccc2Cl)o1 |
| 19% | Cc1ccc(N(C)C(=O)C2CCN(S(=O)(=O)c3ccc4c(c3)CCCN4C(=O)C3CCC3)CC2)cc1 |
| 6% | CCOC(=O)C(C)Oc1ccc2c(=O)c(Oc3ccc(OCC)cc3)c(C)oc2c1 (stereo unspecified) |
| -1%[86.2 µM] | CN1CCC(N2CC[C@H](c3nnc(-c4ccccc4F)o3)C2)CC1 |
| 3% | Cc1ccc(N2C(=O)c3n[nH]c(C)c3C2c2ccc(Cl)cc2)cc1 (stereo unspecified) |
| -20% | COC(=O)c1sccc1S(=O)(=O)Nc1ccc(OC)cc1 |
| 7% | CCCNC(=O)C1CCN(c2ncnc3onc(-c4ccc(C)cc4)c23)CC1 |
| 2% | C=Cc1cccc(-c2nccn2-c2cccc(CN)c2)c1 |
| 25µM* | O=C(NC1CCN(c2cc(-c3cccs3)[nH]n2)C1)c1ccccc1Br (stereo unspecified) |
| -1% | O=S(Cc1cccc(F)c1)Cc1coc(-c2cccc(F)c2)n1 (stereo unspecified) |
| 11% | CC(=O)Nc1ccc(S(=O)(=O)N(C)CC(=O)Nc2ccc(-c3ccccc3)cc2)cc1 |
| -22% | O=C1CCCN1CCC1CCCCN1C(=O)c1cn(Cc2ccc(F)cc2Cl)nn1 (stereo unspecified) |
| ? | COc1ccc(-c2cnc3n2CC(C(=O)NCC2CC2)CC3)cc1 (stereo unspecified) |
| 11% | Cc1ccccc1NC(=O)CSc1nc2ccccc2o1 |
| -4% | CCCc1nc(C#N)c(N2CCN(c3ccccc3)CC2)o1 |
| 13% | CN(Cc1ccsc1)C(=O)c1cccc(C(=O)N(C)Cc2ccsc2)n1 |
| ? | COc1ccc(NC(=O)Nc2ccccc2OCc2cc(=O)n3ccccc3n2)c(OC)c1 |
| ? | CCOc1ccccc1CNC(=O)c1ccc2c(c1)sc1nc(-c3cccc(OC)c3)cn12 |
| 28µM* | O=C(NCc1nnc2ccc(-c3ccccc3)nn12)c1ccc(Cl)cc1 |
| ? | Cc1ccc(-n2ncc3c(NC4CCCCC4)ncnc32)cc1 |
| -17% | CN(C)[C@@H]1CN(C(=O)C2CCC2)CC[C@@H]1CO |
| 27% | COC(=O)[C@H]1C2CCC(C(=O)OC)(CC2)[C@H]1C(=O)OC |
| 5% | O=C(CCCc1ccccc1)NCCc1noc(-c2cccnc2)n1 |
| 2% | CCN(Cc1nc2cc(Cl)ccc2c(=O)[nH]1)C(=O)CNC(=O)c1ccc(F)cc1 |
| 5% | CCn1cc(S(=O)(=O)N2CCCCCCNC(=O)[C@@H]3CCCC[C@@H]32)cn1 |
| 19% | O=C(CCC1CCCN(S(=O)(=O)c2cccc(F)c2)C1)NC1CCCCC1 (stereo unspecified) |
| -3% | Cc1ccc([N+](=O)[O-])c(C(=O)N/N=C/c2cccnc2)c1 |
| 28µM* | CN(C)c1ccc(-c2noc([C@@H]3CCCN3Cc3cnc4ccccc4c3)n2)cn1 |
| 0% | CCCNC(=O)C(C)NC(=O)Cc1ccc(S(=O)(=O)N2CCCCC2)cc1 (stereo unspecified) |
| 307%[activator] | CCOc1ccc(CCNC(=O)c2cn(-c3ccc(OC)cc3)c(=O)c3ccccc23)cc1OCC |
| -19% | O=[N+]([O-])c1ccccc1S(=O)(=O)Nc1cccc2cccnc12 |
| -2% | Cn1ncc(Cl)c1C(=O)N1CCN(c2ccc(Cl)c(Cl)c2)CC1 |
| 8% | COc1ccc(C(=O)Nc2oc3ccc(Cl)cc3c(=O)c2-c2ccc(OC)cc2)cc1 |
| -3% | CCOc1ccc(NC(=O)COc2ccc(S(=O)(=O)NC3CCCCC3)cc2)cc1 |
| 9% | CCn1c(C2CCCNC2)nn(Cc2noc(-c3ccc(C)cc3)n2)c1=O (stereo unspecified) |
| -7% | CCc1nc2c(c(-c3ccc(Cl)cc3)n1)CCN(Cc1ccccc1)CC2 |
| ? | Cc1cc(C)n(-c2nc3cc(Cl)ccc3nc2NCc2ccncc2)n1 |
| -11% | Cc1nc(CS(=O)(=O)c2ccc(Cl)cc2)sc1C(=O)O |
| 5% | CC(C)(C)N(CC(=O)NC1CCCCC1)C(=O)CS(=O)CC(=O)Nc1ccc(F)cc1 (stereo unspecified) |
| ? | Cc1cc(-c2nccc3c(=O)cc(N4CCOCC4)oc23)ccn1 |
| -12% | CCS(=O)(=O)N1CCC(Oc2ncccc2C(=O)N(C)C)C1 (stereo unspecified) |
| 17% | O=C(CSc1nc(N2CCOCC2)nc(N2CCOCC2)n1)Nc1ccc(Cl)cc1Cl |
| -5% | CCc1ccc(CNC(=O)c2ccc3c(Cl)c4c(nc3c2)CCCC4)cc1 |
| ? | COc1ccc(-c2cc(C(=O)NC(C)c3ccccc3)c3cc(C(C)C)ccc3n2)cc1 (stereo unspecified) |
| 18% | O=C(CCS(=O)(=O)c1nc(-c2cccs2)cc(C(F)(F)F)n1)Nc1cc(Br)ccc1O |
| -1% | Cc1cnc2c(S(=O)(=O)NCC3CCOC3)cccc2c1 (stereo unspecified) |
| 19% | O=C(Nc1cccnc1Cl)c1cc(-c2ccccc2O)on1 |
| 16% | C=CCn1c(SCC(=O)Nc2ccccc2)nc2c1c(=O)[nH]c(=O)n2C |
| -20% | Cc1cccnc1NC(=O)c1ccc(OCc2c(C)noc2C)cc1 |

(cont.)
| KDM5B inh | compound |
| --- | --- |
| ? | CCOC(=O)c1cccc(NC(=O)NC(C)c2c(-n3cccc3)sc3c2CCN(C)C3)c1 (stereo unspecified) |
| -2%[86.2 µM] | COCc1cc(CC2(NCc3ccccc3Cl)COC2)no1 |
| 28µM* | O=C(NCc1nnc2ccc(-c3ccc(F)cc3)nn12)c1ccc(Cl)s1 |
| 10% | Cc1cc(C)cc(-n2ccn3c(CCCC(=O)NCc4cccs4)nnc3c2=O)c1 |
| ? | Cc1c(CCNC(=O)c2ccc(Br)o2)sc2nc(-c3ccc(F)cc3)nn12 |
| 4% | COc1ccc(N(Cc2cccs2)C(=O)Cn2nnc(-c3ccc(F)cc3)n2)cc1 |
| 12% | COc1cc(/C=C/c2nc3cc(C)c(C)cc3s2)cc(OC)c1 |

Assay outcomes from PubChem.
